Source: PubChem BioAssay (National Center for Advancing Translational Sciences (NCATS))
IP6K1 inh: blocks human inositol hexakisphosphate kinase 1 | AID 1645851 | IP6K1 kinase, ADP-Glo luminescence, 2 h; stronger effect = lower value | activity change, % (series mostly up to about 58 µM) | 140,000 compounds, 0.81% hits; in the data active = activity change below about -25%
Target sequence (Q92551 whole entry, looked up): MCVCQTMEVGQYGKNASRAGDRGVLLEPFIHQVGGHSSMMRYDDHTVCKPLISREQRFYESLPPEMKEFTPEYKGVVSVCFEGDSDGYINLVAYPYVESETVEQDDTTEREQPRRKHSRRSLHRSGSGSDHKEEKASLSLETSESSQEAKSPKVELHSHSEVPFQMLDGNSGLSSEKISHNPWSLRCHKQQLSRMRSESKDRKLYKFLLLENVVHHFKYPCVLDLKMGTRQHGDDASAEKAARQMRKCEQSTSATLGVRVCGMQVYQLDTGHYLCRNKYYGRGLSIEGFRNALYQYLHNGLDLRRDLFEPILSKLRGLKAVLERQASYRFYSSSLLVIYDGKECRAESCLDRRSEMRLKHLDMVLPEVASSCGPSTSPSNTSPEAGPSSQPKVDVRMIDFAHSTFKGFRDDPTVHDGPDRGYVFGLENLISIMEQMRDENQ
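ADP-Glo luminescence measures ADP made by human IP6K1 during a 2 h RT reaction with ATP/IP6 (mix at 1.3 mM/130 uM); top library doses 57.5 and 19.1 uM final.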
HEK293 tox: HEK 293 cell cytotoxicity | HEK 293 viability, ATP luminescence (CellTiter-Glo), 48-72 h | AID 1345083 | Potency, µM (highest dose often 115 µM), for inactives: top-dose activity change, negative = cytotoxicity, most hits filed as inhibitors | 94,000 compounds, 6.6% hits; also: potency is read from the fitted curve at half-maximal effect; nearly all actives have a fitted effect of over 60% in size
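Pintool-delivered compounds were incubated with HEK 293 cells (250 cells/well) at 37 degree Celsius for 48 or 72 hr. ATP-dependent luminescence (CellTiter-Glo) then reported remaining viable cells.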
NIH3T3 tox: kills NIH 3T3 cells; NIH 3T3 viability, CellTiter-Glo ATP luminescence, 48-72 h; Potency, µM (titrated, usually from 96.7 µM), without a hit: top-dose activity change, negative = cytotoxicity, usual class: inhibitors; 94,000 compounds, 4.3% hits; also: potency is read from the fitted curve at half-maximal effect; nearly all actives have a fitted effect of over 55% in size
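Cells were seeded at 400 per well, treated with pin-transferred compound, and kept 48 or 72 hr at 37 °C before CellTiter-Glo addition and luminescence imaging of cellular ATP.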
GPT2 inhibitor: blocks human glutamate pyruvate transaminase 2; Q8TD30; Recombinant GPT2, coupled pyruvate oxidase/HRP Amplex Red fluorescence; Potency, µM (highest dose often 57.7 µM), inactives show at the top dose activity change, negative = inhibition, hits mostly inhibitors; 100,000 compounds, 0.25% hits; also: potency is read from the fitted curve at half-maximal effect; nearly all actives have a fitted effect of over 60% in size; many of its hits are not listed in these tables
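Fluorescence of coupled pyruvate oxidase/HRP/Amplex Red system (50uM Amplex, 30 min, dark) reports pyruvate formed by GPT2. Enzyme reaction: 10ng/uL GPT2, 2mM L-alanine, 250uM a-KG, 30 min room temperature, pH 7.5; 50uM AOA control.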
SNCA viab count: cell viability loss counter-screen. 150,000 compounds, 0.12% hits. HEK-293-SNCA-luc viability, GF-AFC fluorescence, 24 h. Potency, µM (doses to about 57.1 µM), for the others: at the top dose activity change, negative = cytotoxicity, usual class: cytotoxic. AID 1671193;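 also: potency is read from the fitted curve at half-maximal effect; 0% = DMSO-treated cells and -100% = medium-only wells without cells; nearly all actives have a fitted effect of over 30% in size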
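Cytotoxicity counterscreen: after 24 h compound treatment of genome-edited SNCA-luciferase HEK-293 cells, live-cell protease substrate GF-AFC read by fluorescence after 30 min; activity scaled between DMSO (0%) and medium-only (-100%), curves Hill-fitted.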
SNCA expr inh: reduces expression of the alpha-synuclein gene; HEK-293 SNCA-luciferase knock-in, luminescence, 24 h; Potency, µM (series often up to 57.2 µM), for the others: at the top dose activity change, negative = inhibition, usual class: inhibitors; 140,000 compounds, 0.17% hits;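 also: potency is read from the fitted curve at half-maximal effect; plate controls were DMSO cells for no effect and cell-free wells for full effect; nearly all actives have a fitted effect of over 45% in size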
FLuc inh: blocks purified firefly luciferase enzyme activity | 76,000 compounds, 2.5% hits | Potency, µM (titrated, usually from 115 µM), for the others: top-dose activity change, negative = inhibition, hits mostly inhibitors | AID 1347043 | P08659 | purified P. pyralis luciferase, luminescence, biochemical; also: potency is read from the fitted curve at half-maximal effect; nearly all actives have a fitted effect of over 65% in size
Target sequence (P08659 whole entry, looked up): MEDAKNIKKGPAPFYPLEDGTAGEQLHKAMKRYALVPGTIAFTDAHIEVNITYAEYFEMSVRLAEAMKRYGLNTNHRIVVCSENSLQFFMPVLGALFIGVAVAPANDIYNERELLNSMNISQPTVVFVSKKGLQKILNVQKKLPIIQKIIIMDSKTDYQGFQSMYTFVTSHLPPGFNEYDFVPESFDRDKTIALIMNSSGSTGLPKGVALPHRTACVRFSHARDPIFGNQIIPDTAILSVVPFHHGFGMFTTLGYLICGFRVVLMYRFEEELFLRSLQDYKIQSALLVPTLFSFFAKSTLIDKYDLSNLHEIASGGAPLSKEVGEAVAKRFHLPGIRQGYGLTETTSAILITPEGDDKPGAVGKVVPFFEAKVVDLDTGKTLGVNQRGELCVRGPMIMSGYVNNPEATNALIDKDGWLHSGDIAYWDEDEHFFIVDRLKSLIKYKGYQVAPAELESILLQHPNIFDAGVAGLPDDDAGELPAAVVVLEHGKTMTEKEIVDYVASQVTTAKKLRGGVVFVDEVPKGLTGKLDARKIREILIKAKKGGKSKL
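Purified P. pyralis luciferase (10nM final) in 50mM Tris acetate pH 7.5, 10mM Mg acetate, 0.01% Tween-20, 0.05% BSA with 10uM D-luciferin and 10uM ATP. Compounds titrated qHTS. Luminescence imaged on CCD.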
Active calls of the source: *; i = inactive; ? = inconclusive; · = not tested or not shown; & = joins results of further samples; [ ] = another dose, or the depositor's remark. Unless noted, calls follow the shape of the dose curve; as a rule, active = well fitted curve in the direction sought with a large enough effect; inconclusive = small, poorly fitted or top-dose-only effect, or another doubt; inactive = no such curve, though single readings can be large; an effect the other way counts as inactive or inconclusive. Unless noted, % is scaled to controls: 0 for no effect and ±100 for the full control effect.

SMILES	IP6K1 inh	HEK293 tox	NIH3T3 tox	GPT2 inhibitor	SNCA viab count	SNCA expr inh	FLuc inh
CC(C)CCN1CCC2(CC1)NCc1ccccc1NC2=O	20	-3%[172 µM]	i	-13%[88.5 µM]	-4%[87.6 µM]	-11%[87.6 µM]	·
Cc1ccc(NC(=O)Cn2c(=O)oc3cc(S(=O)(=O)N4CCCCCC4)ccc32)cc1Cl	14	·	·	·	1%	13%	·
CCn1cnnc1CCNC(=O)c1cc(=O)n(C)c(=O)n1C	0	-44%	-17%	-6%	1%	-6%	-7%
CC(=O)NC[C@@H]1C=C(C)[C@H](Cc2nc3ccc(C)cc3[nH]2)C[C@H]1C(C)C	-3	?	71µM*	-13%[88.5 µM]	?	-29%[87.6 µM]	2%[172 µM]
CCc1ccccc1NC(=O)CCOc1ccccc1	-5	·	·	·	-3%	2%	·
Cc1ccc(C(=O)N2CCC(n3cc(-c4nc(-c5ccccc5)no4)nn3)C2)cc1C (centres undefined)	-9	45µM*	?	i	-14%	28%	32µM*
O=C1NCCOCCCN(S(=O)(=O)c2cccs2)[C@H]2CCCC[C@@H]12	4	?	-12%	?	7%	26%	-15%
O=C(c1ccc(N2CCCC(O)C2)nc1)N1CCC(N2CCOCC2)CC1 (centres undefined)	2	-6%	2%	-4%	-1%	2%	3%
COc1ccc(C(C)NC(=O)CN2C(=O)NC3(CCC(C)CC3)C2=O)cc1 (centres undefined)	-7	9%	-13%	-14%	6%	3%	2%
CC(=O)N1CCCc2ccc(NC(=O)c3ccc(OC(C)C)cc3)cc21	-7	·	·	·	-1%	133%[activator]	·

An excerpt from above with just HEK293 tox, SNCA expr inh and FLuc inh.
mol | HEK293 tox | SNCA expr inh | FLuc inh
O=C1NCCOCCCN(S(=O)(=O)c2cccs2)[C@H]2CCCC[C@@H]12 | ? | 26% | -15%
CC(=O)N1CCCc2ccc(NC(=O)c3ccc(OC(C)C)cc3)cc21 | · | 133%[activator] | ·

Next section:
SMILES	IP6K1 inh	HEK293 tox	NIH3T3 tox	GPT2 inhibitor	SNCA viab count	SNCA expr inh	FLuc inh
COc1ccc(F)cc1-c1cccc(C(=O)NCCNC(=O)c2ccccc2C)c1	-6	?	?	1%	-1%	?	·
Cc1ccc2nc(CN3CCN(C(=O)Nc4ccc(C)c(F)c4)CC3)oc2c1	8	·	·	·	-2%	36%[activator]	·
N#CCNC(=O)c1ccc(-c2ccnc(Nc3ccc(N4CCOCC4)cc3)n2)cc1	0	·	·	?	-34%&-22%	15%	·
COc1cccc(-c2cn3cc(C(=O)N4CCN(C(C)=O)CC4)nc3s2)c1	4	?	?	i	7%	33%[activator]	·
COc1ccc(CNC(=O)CC[C@H]2CNC(=O)[C@@H]3[C@@H](CCN3C3CCOCC3)N2C)cc1	-2	5%	2%	-4%	3%	-17%	-5%
Cc1ccccc1-c1noc(-c2cc(C(C)C)[nH]n2)n1	17	·	·	·	-15%	64%[activator]	·
CCN1c2cc(C(=O)Nc3ccc4c(c3)OCCO4)ccc2C(=O)N2CCCCC21 (centres undefined)	-6	?	25µM*	i	-2%[12.5 µM]	?	11µM*
CC(=O)c1cccc(NC(=O)CN2C(=O)c3cccnc3Sc3ccccc32)c1	10	·	·	·	10%	14%	·
CC1CCN(CC2CCCN(C(=O)c3ccc(F)cc3)CC2)CC1 (centres undefined)	-9	-3%	-31%	-5%	-1%	?	4%
CN(C)Cc1cn2c(=O)n(C)cc(-c3cccc(OCc4ccccc4)c3)c2n1	3	?	?	0%[88.5 µM]	7%[87.6 µM]	29%[87.6 µM]	-15%[172 µM]
CN1CC(=O)N(c2cccnc2)Cc2c1ncnc2N1CCN(c2ncccn2)CC1	-15	i	1%	i	-16%	?	4%
Cc1nc(-c2ccc(S(=O)(=O)N3CCN(c4cccc(C(F)(F)F)c4)CC3)cc2)co1	-11	·	·	·	7%	16%	·
COc1ccc(-c2cc(C(=O)NCCc3ccccc3)c3c(-c4ccc(Cl)cc4)[nH]nc3n2)cc1	-8	·	·	·	-18%	-14%	·
Cc1ccc(-c2nnc(Nc3ccc(OCC(N)=O)cc3)c3ccccc23)cc1S(=O)(=O)NCC1CCCO1 (centres undefined)	-5	·	·	·	1%	-1%	·
COCc1ccc2c(c1)c(OC(C)(C)C(=O)N1CCN(C)CC1)nn2CCC(C)C	-7	?	-28%[138 µM]	-2%[88.5 µM]	-8%[87.6 µM]	4%[87.6 µM]	0%[172 µM]
CCCCOc1cccc(C(=O)N(Cc2ccc(N(C)C)cc2)C2CCS(=O)(=O)C2)c1 (centres undefined)	-6	·	·	·	-8%	-1%	·
C=CC1(C)CC(OC(=O)C(=C)C(O)COC(C)=O)C(C(=C)C(=O)OC)C(O)C1C(=C)CO (centres undefined)	8	·	·	i	-7%[23.9 µM]	·	·
O=C(NC1CCN(C(=O)c2ccc(-c3cncnc3)cc2)CC1)c1ccccc1	-7	-16%	-27%	-1%	3%[12.5 µM]	-19%	·
CC(=O)Nc1ccc(C(=O)NC[C@@H]2C=C(C)[C@H](Cc3nnc(-c4ccccc4F)o3)C[C@H]2C(C)C)cc1	-11	28µM*	?	-7%	?	?	9%
Cc1nn(C(=O)c2ccc(Cl)cc2)c(C)c1Sc1ccc(Cl)cc1	-13	·	·	·	3%	11%	·
COc1ccc(CN2CCN(C3CCN(c4ccccc4)CC3)CC2CCO)cc1C (centres undefined)	34	?	?	i	?	-15%	-2%
O=C1COc2ccc(NCCc3ccccn3)nc2CN1Cc1ccc(C(F)(F)F)cc1	1	?	?	-7%	-12%	6%	15%
CCOC(=O)c1cnn(-c2ccc(C(=O)Nc3cc(OC)c(OC)c(OC)c3)cc2)c1N	-3	·	·	·	-8%	12%	·
O=C(c1ccccc1F)N1CCc2nc(-c3ccc(Cl)cc3)nc(-c3ccccc3)c2C1	4	?	?	4%	13%	26%	-11%
COc1ccc(Nc2ncnc3c2cnn3C)c(OC)c1	7	·	·	·	-13%	67%[activator]	·
CCOc1ccccc1C(=O)N1CCC[C@H]1c1nc(-c2ccc(OC)cc2)no1	-2	?	?	4%	-24%	13%	?
COc1ccccc1CN1C(=O)O[C@@H]2CN(c3nc(C)cc(C)n3)C[C@@H]21	3	2%	-20%	-4%	-1%	8%	-11%
Cc1ccc(S(=O)(=O)NCCc2csc(-c3ccc(Cl)cc3)n2)cc1	3	·	·	·	4%	?	·
CCCCCC(=O)Nc1nc2c(s1)C[C@@H]1[C@](C)(CO)[C@H](O)CC[C@@]1(C)[C@@H]2CC(=O)N(C)Cc1ccccc1	-2	28µM*	50µM*	-7%	-20%	-11%	-4%
COc1ccc(-c2noc([C@@H]3CCCN3C(=O)c3cc(OC)c(OC)c(OC)c3)n2)cc1OC	0	-26%	-18%	-5%	1%	23%	12%
C[C@H]1[C@@H]2[C@H]3OC(=O)[C@@H](C)[C@@H]3CC[C@@]2(C)CC[C@@H]1NC(=O)c1ccncc1	0	-14%[172 µM]	-14%[138 µM]	i	2%[87.6 µM]	9%[87.6 µM]	-2%[172 µM]
CCOC(=O)N1CCc2c(sc(NCc3cccs3)c2C(=O)Nc2cc(OC)ccc2OC)C1	12	·	·	·	-22%	-23%	·
COc1ccc(-c2onc(C)c2C(=O)NCCCCc2ccccc2)cc1	14	?	?	i	-12%	-10%	-3%
O=C(N[C@H]1CCOC[C@H]1C1CCOCC1)c1cccc(-n2cnnc2)n1	-2	i	5%	-4%	7%	2%	7%
COc1ccc(OCc2nc(C3CN(C(=O)c4cccn4C)C3)no2)cc1	0	?	?	2%	3%	4%	-5%
CN1C(=O)C2(CCN(C(=O)COc3ccc(Cl)cc3)C2)c2ccccc21 (centres undefined)	24	?	?	i	-2%	2%	-24%
O=C(CCSCc1ccccc1Cl)NCCc1ccccc1	0	·	·	·	4%	11%	·
Cc1ccc(C(=O)N2c3ccc(C)cc3C(C)(c3ccccc3)CC2(C)C)cc1 (centres undefined)	22	·	·	·	1%	-10%	·
Cc1nn(-c2ccccc2)c2nc(C3CC3)cc(C(=O)Nc3ccccc3F)c12	19	·	·	·	-2%	-12%	·
CCOc1ccc(NC(=O)c2ccc3c(c2)CCN3S(=O)(=O)c2ccc(Cl)cc2)cc1	-16	·	·	·	7%	10%	·
Cc1noc(C)c1S(=O)(=O)N1CCC2(CC1)NCCc1c2[nH]c2ccccc12	-3	?	?	-5%	0%[12.5 µM]	4%	10%
Cc1noc(C)c1[S+](=O)([O-])N1CCN(CCn2nc3n(c2=O)CCCC3)CC1	-7	-21%	-4%	·	·	·	·
COc1ccccc1OC(C)C(=O)N1CCC(c2nc3ccccc3s2)CC1 (centres undefined)	15	·	·	·	19%	-5%	·
Cc1ccc(-c2ncc(Cl)cc2-c2ccc(S(C)(=O)=O)cc2)cn1	15	·	·	-1%	16%[23.9 µM]	-29%[25.6 µM]	·
COc1ccc(Cl)cc1NC(=O)Cn1nnc2sc3c(c2c1=O)CCC(C(C)(C)C)C3 (centres undefined)	25	·	·	·	-10%	21%	·
COc1ccc(N2CC(NC(=O)Cc3cccs3)CC2=O)cc1OC (centres undefined)	2	·	·	·	-1%	5%	·
COCCc1noc([C@@H]2CC(F)(F)CN2C(=O)c2ncccc2C)n1	-12	-17%	-13%	-21%	2%	8%	-14%
COc1ccc(OC)c(CCNC(=O)CCCc2nnc3n(C)c(=O)c4sccc4n23)c1	37	·	·	·	5%	?	·
O=C(Cn1ccc(=O)[nH]c1=O)N1C[C@H]2CC[C@@H]1CN(Cc1cscn1)C2	7	-50%	-10%	i	6%	-19%	5%
CCc1ccc(NC(=O)c2cc(-c3ccc[nH]3)n[nH]2)cc1	-3	?	-17%	4%	-1%	6%	3.2µM*

Structures listed so far that contain a CF3 group:
SMILES	IP6K1 inh	HEK293 tox	NIH3T3 tox	GPT2 inhibitor	SNCA viab count	SNCA expr inh	FLuc inh
Cc1nc(-c2ccc(S(=O)(=O)N3CCN(c4cccc(C(F)(F)F)c4)CC3)cc2)co1	-11	·	·	·	7%	16%	·
O=C1COc2ccc(NCCc3ccccn3)nc2CN1Cc1ccc(C(F)(F)F)cc1	1	?	?	-7%	-12%	6%	15%

Next part
SMILES	IP6K1 inh	HEK293 tox	NIH3T3 tox	GPT2 inhibitor	SNCA viab count	SNCA expr inh	FLuc inh
CN(C)C(=O)N1CCC(C(=O)N2CCCC(c3ccc(C(=O)O)cc3)C2)CC1 (centres undefined)	-6	1%	2%	-2%[11.5 µM]	-3%	4%	5%
COc1ccc(NC(=O)c2ccc(CN3C(=O)NC4(CCOCC4)C3=O)cc2)cc1OC	17	-3%	-8%	i	7%	-14%	-18%
CCC(C(=O)Nc1cccc(Cl)c1C)n1nc(-c2ccc(C)cc2)ccc1=O (centres undefined)	-5	·	·	·	-27%	-10%	·
CCOC(=O)C1(Cc2ccc(Cl)cc2)CCN(C(=O)CC2=CCCCC2)CC1	30	?	-8%	i	-3%	-34%	-6%
